# Bioassay records (PubChem BioAssay)
# Casp6 inh: caspase-6 (human) enzyme inhibition; hit rate 0.53% among 350,000; P55212; inhibition, % at 12.5 µM; AID 686996; purified caspase-6, Z-VEID-R110 cleavage fluorescence;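 active = mean inhibition across replicates at least about 35%, with every replicate also reaching that limit, limit read from the data; inconclusive = only one of the two criteria met; inactive = neither criterion met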;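 also: 0% = median of neutral control wells and 100% = no fluorescence left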
# Target sequence (P55212 24-179 limits assumed): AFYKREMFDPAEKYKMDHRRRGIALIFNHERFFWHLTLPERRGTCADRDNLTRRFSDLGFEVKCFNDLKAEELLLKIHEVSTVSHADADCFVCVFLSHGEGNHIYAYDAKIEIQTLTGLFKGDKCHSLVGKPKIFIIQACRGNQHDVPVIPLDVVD
# Target sequence (P55212 194-293 limits assumed): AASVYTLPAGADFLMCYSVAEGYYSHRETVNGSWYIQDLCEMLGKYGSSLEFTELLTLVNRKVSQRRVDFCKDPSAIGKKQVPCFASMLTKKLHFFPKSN
# Cneo AK release: causes C. neoformans cell lysis. adenylate kinase release luminescence, 4 h; normalised: neutral wells 0, clomiphene wells 100. lysis activity, % at 15 µM. hit rate 0.2% among 360,000. AID 651654;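 active = mean lysis activity across replicates of at least 80%, whatever share of replicates individually reach that level; inactive = mean lysis activity below 80%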
#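 Material: C. neoformans cells; Schedule: 4 h static compound exposure, 37 °C, read 1 h post-reagent; Measured by: adenylate kinase release luminescence; Read-out: signal increase indicating cell lysis; Controls: Clomiphene as positive lysis control.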
# miR122 inh: miR-122 inhibition in Huh7 cells; Huh7 miR-122 Renilla luciferase sensor, 48 h; neutral wells = 0, positive control = 100; activation (reporter increase), % at 12.5 µM; hit rate 0.3% among 340,000; AID 602342;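 active = mean replicate activation score at least 90 and every replicate individually at or above 90; inconclusive = only one of the two criteria met; inactive = neither criterion met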;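 also: higher luciferase means less miR-122 activity so hits act as miR-122 inhibitors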
# PAX8 reporter: PAX8 transcriptional activity inhibition; RMG-I TPO-luciferase reporter, SteadyGlo, 24 h; inhibition, % at 12.6 µM; hit rate 1.2% among 360,000; AID 652154;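 active = mean replicate inhibition at least 60% with every replicate also reaching 60%; inconclusive = only one of the two criteria is met; inactive = mean below 60% and not all replicates reaching 60%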;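 also: luciferase light reporting Pax8 driven TPO promoter activity; plate controls were median of neutral control wells for no effect and mitoxantrone controls for full effect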
# PGC1a acetyl inh: PGC1a acetylation modulation, inhibitor mode. inhibition, % at 15.6 µM. U2OS PGC1a acetylation, AlphaScreen anti-acetyl-lysine; with virally co-expressed GCN5 acetyltransferase. AID 651687. hit rate 0.17% among 350,000;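 active = every replicate shows inhibition of at least 40%; inconclusive = mean inhibition at least 40% but some replicate below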;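 also: 0% = neutral control wells and 100% = positive control wells; some results beyond the cut were filed as inactive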
# LGR2 antag: blocks bursicon-induced cAMP signaling via Drosophila LGR2; inhibition, % at 9.99 µM; HEK293 LGR2, CRE-luciferase, bursicon-stimulated, 4 h; hit rate 0.35% among 380,000;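 active = drop in luminescence signal, shown as inhibition above about 50% in the replicate tests, limit read from the data, passing the limit was not always enough; inconclusive = probably only some replicates passing the limit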;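 also: agonist challenge used bursicon conditioned medium at about half maximal strength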
# FN deposit inh: fibronectin deposition inhibition; AH1F fibroblasts, Alexa488-fibronectin deposition fluorescence, overnight; inhibition, % at 12.6 µM; hit rate 0.086% among 350,000; AID 743247;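 active = mean inhibition across replicates of 30% or more, regardless of how many single replicates reach that level; inconclusive = mean under 30% yet at least half of replicates reach 30%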;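 also: positive control wells lacked labelled fibronectin entirely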
#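 Measured by – fluorescence 485/525 nm · System – AH1F fibroblast monolayer, labelled fibronectin deposition · Amount – 10000 cells per well · Buffer or medium – serum-reduced DMEM (2% serum) · Doses – single dose, pinned · Also added – fluorescent fibronectin at 24 nM final · Schedule – 1 h cell attachment, overnight exposure to compound and label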
# EWS-Fli block: inhibitors of EWS/Fli oncoprotein transcriptional activity. AID 651661. inhibition, % at 12.6 µM. hit rate 0.67% among 350,000. A673 NR0B1-luciferase reporter, viability-normalised;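 active = mean inhibition of at least 50% after viability correction, with every replicate also passing that limit; inconclusive = mean reaches 50% but only one of two replicates passes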;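 also: firefly luciferase signal divided by Alamar Blue viability fluorescence both relative to DMSO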
# * = called active by the depositor; ? = inconclusive; . = not tested or not shown; [ ] = remark or other dose.
1: CO[C@@H]1CN(C)C(=O)c2cc(NC(=O)C3CCOCC3)ccc2OC[C@@H](C)N(S(=O)(=O)c2ccc(Cl)cc2)C[C@H]1C
2: C[C@H](CO)N1C[C@H](C)[C@@H](CN(C)Cc2cccnc2)Oc2ncc(C#CC3CCCCC3)cc2C1=O
3: CN1CCN(c2nc(NCc3ccco3)nc(N)c2[N+](=O)[O-])CC1
4: CCOC(=O)C(=O)Cc1nc2ccccc2s1
5: CC(=O)c1ccc(Nc2nc(N3CCOCC3)nc(N3CCOCC3)n2)cc1
6: CC(=O)Nc1c(C(=O)N2CCCCCC2)cnn1-c1ccccc1
7: COCC(=O)N(C)C[C@H]1Oc2ncc(C#CC3(O)CCCC3)cc2C(=O)N([C@H](C)CO)C[C@@H]1C
8: C[C@H]1CN([C@@H](C)CO)C(=O)c2cc(NC(=O)CCC(F)(F)F)ccc2O[C@H]1CN(C)S(=O)(=O)c1cccs1
screen / no.	1	2	3	4	5	6	7	8
Casp6 inh	-1	.	0	2	-1	.	-1	-1
Cneo AK release	54	-5	.	.	-1	0	-2	1
miR122 inh	.	-15[16.7 µM]	1	.	-6	-12	32[16.7 µM]	-4[16.7 µM]
PAX8 reporter	.	29	-28	5	11	.	.	.
PGC1a acetyl inh	-10	-15	3	.	2	1	6	-7
LGR2 antag	.	.	-86	-31	-15	9	5	6
FN deposit inh	.	.	-4	2	-7	.	-3	-1
EWS-Fli block	0	47	-17	-5	-36	.	3	-15

9: COCC#Cc1ccc2c(c1)O[C@@H](CN(C)C(=O)C1CCC1)[C@@H](C)CN([C@@H](C)CO)S2(=O)=O
10: COc1cccc(CNC(=O)C[C@H]2C=C[C@H](NC(=O)C3CCC3)[C@H](CO)O2)c1
11: COc1cccc(CN2[C@@H]3CN(C(=O)CC(F)(F)F)c4ccccc4[C@@H]3[C@@H]2CO)c1
12: O=C(CCn1c(=O)[nH]c2ccccc2c1=O)NCCSCc1ccccc1
13: Cc1cccc(-c2nnc(SCC(=O)c3ccc(O)cc3O)n2C)c1
14: O=C(O)CCSc1ccc([N+](=O)[O-])cc1[N+](=O)[O-]
15: O=S(=O)(c1ccc(N2CCN(Cc3ccccc3)CC2)nc1)N1CCCC1
16: O=C(NCc1ccc(F)cc1)c1cc(C2CCCN(C(=O)c3ccc4ccccc4c3)C2)on1 (configuration not stated)
screen / no.	9	10	11	12	13	14	15	16
Casp6 inh	16	1	-2	3	-3	3	2	0
Cneo AK release	2	-12	5	1	.	.	-3	4
miR122 inh	-1[16.7 µM]	.	4[16.7 µM]	2	-3	.	1	4
PAX8 reporter	.	5	2	3	6	32	4	18
PGC1a acetyl inh	0	6	-2	.	.	-7	0	-3
LGR2 antag	0	-4	10	6	0	-208	3	10
FN deposit inh	.	.	.	.	4	-2	.	.
EWS-Fli block	14	-5	7	6	-11	6	12	10

# Limited to PAX8 reporter, PGC1a acetyl inh and miR122 inh (2 entries from above):
entry	structure	PAX8 reporter	PGC1a acetyl inh	miR122 inh
11	COc1cccc(CN2[C@@H]3CN(C(=O)CC(F)(F)F)c4ccccc4[C@@H]3[C@@H]2CO)c1	2	-2	4[16.7 µM]
12	O=C(CCn1c(=O)[nH]c2ccccc2c1=O)NCCSCc1ccccc1	3	.	2

# Next records
17: Cc1cc(N2CCOCC2)nc(NCc2ccccc2)n1
18: Cc1cccc(NC(=O)c2ccc(C3SCC(=O)N3CCc3ccccc3)cc2)c1 (configuration not stated)
19: COc1ccc(Cn2cc(CN3CC(N4CCN(C)CC4)CS3(=O)=O)nn2)cc1 (configuration not stated)
20: O=C(N/C(=C/c1ccco1)C(=O)N1CCCCCC1)c1ccccc1
21: O=C(C1CC1)N1C[C@H]2[C@@H](c3ccccc31)[C@H](CO)N2C(=O)Cc1ccccn1
22: Cc1ccc(S(=O)(=O)Nc2ccc3c(c2)CC(=O)N([C@H](C)CO)C[C@@H](C)[C@@H](CN(C)Cc2ccc(Cl)c(Cl)c2)O3)cc1
23: COCc1ccc(C(=O)N2CCCC(Nc3ccc(F)c(F)c3)C2)s1 (configuration not stated)
24: O=C(c1ccc2ccccc2c1)N1CCN(c2ccccc2)CC1
screen / no.	17	18	19	20	21	22	23	24
Casp6 inh	-4	1	-21	3	2	1	1	1
Cneo AK release	0	2	.	8	-1	0	-1	3
miR122 inh	-3	2	.	5	0[16.7 µM]	-13[16.7 µM]	-3	13
PAX8 reporter	.	17	5	17	16	30	13	.
PGC1a acetyl inh	-13	-3	.	5	-4	0	5	-16
LGR2 antag	16	.	-4	-8	12	26	8	-14
FN deposit inh	.	33*	9	1	-5	14	-3	-7
EWS-Fli block	15	5	-6	-6	-2	4	.	.

25: O=C(N/N=C/c1ccncc1)c1ccccc1OCc1ccc(Br)cc1
26: N#C[C@@H]1[C@@H](c2ccc(-c3ccccc3F)cc2)[C@@H](CO)N1C(=O)c1ccccn1
27: CN1CCN(C(=O)C[C@@H]2C[C@H]3c4cc(NC(=O)Nc5ccccc5)ccc4O[C@H]3[C@@H](CO)O2)CC1
28: Cc1ccc2cc(NC(=O)c3ccccc3C)ccc2n1
29: COc1cccc(OCc2cc(C(=O)N3CCNC(=O)C3Cc3ccccc3)no2)c1 (configuration not stated)
30: C[C@H]1COC(=O)[C@H](CC(=O)OC(C)(C)C)C/C=C\C[C@@H](CC(=O)NCCO)C(=O)N1
31: CCCN(C)C1CN(Cc2cn(Cc3ccc(C(F)(F)F)cc3)nn2)S(=O)(=O)C1 (configuration not stated)
32: CCOC(=O)c1ccc(NC(=O)[C@@H](NC(N)=O)C(C)C)cc1
screen / no.	25	26	27	28	29	30	31	32
Casp6 inh	-4	-1	.	.	2	5	1	2
Cneo AK release	.	-3	8	-13	0	-1	.	4
miR122 inh	4	.	10[16.7 µM]	4	4	.	.	-6
PAX8 reporter	-7	-6	-15	-137	-96	-2	-27	-25
PGC1a acetyl inh	-17	8	-5	-4	7	.	.	-4
LGR2 antag	-25	-10	3	-55	-21	-5	3	1
FN deposit inh	7	-10	-2	-6	1	-5	7	0
EWS-Fli block	13	-1	2	-123	-36	-2	-3	4

# By substructure: the entries above with a Cl atom (2)
1: CO[C@@H]1CN(C)C(=O)c2cc(NC(=O)C3CCOCC3)ccc2OC[C@@H](C)N(S(=O)(=O)c2ccc(Cl)cc2)C[C@H]1C
22: Cc1ccc(S(=O)(=O)Nc2ccc3c(c2)CC(=O)N([C@H](C)CO)C[C@@H](C)[C@@H](CN(C)Cc2ccc(Cl)c(Cl)c2)O3)cc1
screen / no.	1	22
Casp6 inh	-1	1
Cneo AK release	54	0
miR122 inh	.	-13[16.7 µM]
PAX8 reporter	.	30
PGC1a acetyl inh	-10	0
LGR2 antag	.	26
FN deposit inh	.	14
EWS-Fli block	0	4

# Next part.
33: COc1ccccc1NC(=O)NC1(C(=O)NCC2CCCO2)CCCCC1 (configuration not stated)
34: CN(C)CCCN(C(=O)c1ccc(S(=O)(=O)N(C)C2CCCCC2)cc1)c1nc2ccc(Br)cc2s1
35: COc1cccc(NC(=O)Cn2c3ccc(F)cc3c3nc4n(c(=O)c32)CCS4)c1
36: Cc1occc1C(=O)NNC(=O)c1nn(C)c(=O)c2ccccc12
37: COc1ccc(NC(=O)Nc2ccc3c(c2)C(=O)N([C@H](C)CO)C[C@H](C)[C@H](CN(C)C(=O)Nc2ccc4c(c2)OCO4)OCCCC[C@@H](C)O3)cc1
38: O=C(CSc1nccc(=O)[nH]1)NCc1ccc(Cl)cc1
39: Cc1ccc(NC(=O)c2cccc(NC(=O)CC3SC(N4CCCCC4)=NC3=O)c2)nc1 (configuration not stated)
40: C[C@@H]1CN([C@H](C)CO)C(=O)c2cc(NC(=O)CCCN(C)C)ccc2O[C@@H]1CN(C)Cc1ccncc1
screen / no.	33	34	35	36	37	38	39	40
Casp6 inh	-2	3	2	0	3	-4	-1	-2
Cneo AK release	-1	6	1	.	-2	.	-4	9
miR122 inh	.	5	-3	.	2[16.7 µM]	.	-7	-1[16.7 µM]
PAX8 reporter	6	7	12	16	0	4	3	-3
PGC1a acetyl inh	.	-6	9	.	-6	2	-6	2
LGR2 antag	-8	11	-26	-23	-8	9	7	2
FN deposit inh	-2	14	-2	5	.	8	.	7
EWS-Fli block	-6	28	.	-14	7	-8	-13	-3

41: CN(C(=O)c1ccccc1)c1ccc(OCC(=O)NC2CCS(=O)(=O)C2)cc1 (configuration not stated)
42: CCCCS(=O)(=O)Nc1ccc2ncn(C)c(=O)c2c1
43: COc1cccc(N(CC(=O)NCCSCc2ccco2)S(=O)(=O)c2ccccc2)c1
44: CCCn1c(N)c(N(CCOC)C(=O)CCC2CCCCC2)c(=O)[nH]c1=O
45: CCCNC(=O)Nc1ccc2c(c1)C(=O)N(C)C[C@H](OC)[C@@H](C)CN(Cc1ccc(-c3ccccn3)cc1)[C@H](C)CO2
46: CCOC(=O)[C@]12CCC=C1N(Cc1ccc3c(c1)OCO3)C(=O)[C@H](CC(=O)NCCCCc1ccccc1)C2
47: COc1ccc(C(=O)N2CCCC(Nc3ccc(F)cc3)C2)c(OC)c1 (configuration not stated)
48: COc1ccc(-n2nnnc2SCC(=O)NC2CCCC2)cc1OC
screen / no.	41	42	43	44	45	46	47	48
Casp6 inh	.	1	3	-1	1	-1	-2	-1
Cneo AK release	-1	0	-2	.	-2	.	1	-1
miR122 inh	-6	9	.	.	.	.	-4	-2
PAX8 reporter	.	.	7	-5	.	30	-1	-7
PGC1a acetyl inh	7	4	.	6	12	.	5	-2
LGR2 antag	.	13	-11	7	12	5	4	2
FN deposit inh	10	.	1	-2	-16	-4	.	-4
EWS-Fli block	.	-8	16	1	16	0	.	4

49: COC(=O)c1ccc2nc(-c3ccc(OC)c(OC)c3)c(CC3CCCCC3)n2c1
50: COc1ccc(S(=O)(=O)Nc2ccc3c(c2)C(=O)N([C@@H](C)CO)C[C@H](C)[C@@H](CN(C)S(=O)(=O)c2ccccc2)O3)cc1
51: CC(OC(=O)c1ccc(C(C)(C)C)cc1)C(=O)NC1CCCCC1C (configuration not stated)
52: Nc1c(C(=O)Nc2ccccc2)sc2ncc([N+](=O)[O-])cc12
53: CCS(=O)(=O)N1CCC2(CC1)CN(Cc1ccccc1OC)[C@@H](CO)c1c2c2ccc(OC)cc2n1C
54: COc1ccc(C2=NS(=O)(=O)N(C)C(C(=O)NC3CCCCC3)=C2)cc1
55: C[C@@H]1CCCCO[C@@H](CN(C)C(=O)Nc2ccc(F)cc2)[C@@H](C)CN([C@H](C)CO)C(=O)c2cc(N(C)C)ccc2O1
56: CCN(CC)C(=O)CSc1nnc(-c2ccc(F)cc2)n1N
57: COc1ccc(Sc2cccc3c2S(=O)(=O)N([C@H](C)c2ccccc2)C[C@@H](COCc2ccccc2)O3)cc1OC
58: CC12C=CC3(O1)C(C(=O)N(c1ccccc1)C3C(=O)NC1CCCC1)C2C(N)=O (configuration not stated)
screen / no.	49	50	51	52	53	54	55	56	57	58
Casp6 inh	-1	4	-1	1	5	-3	1	.	2	.
Cneo AK release	2	-3	0	0	.	0	1	-2	.	-1
miR122 inh	-8	3[16.7 µM]	1	?	.	-1	-3[16.7 µM]	2	.	-19
PAX8 reporter	-11	-5	12	-55	25	0	-32	.	22	4
PGC1a acetyl inh	6	14	-5	-84	-1	9	-3	-2	.	4
LGR2 antag	-43	22	-7	-12	-14	0	-6	0	-3	.
FN deposit inh	3	.	-4	-7	.	9	.	.	-3	8
EWS-Fli block	5	6	8	-56	6	-6	0	.	10	.

# The order is random. Share with any hit: about 2.5%.
